p53ts 39C tox – qHTS Screen for Compounds that Selectively Target Cancer Cells with p53 Mutations: Cytotoxicity of p53ts Cells at the Nonpermissive Temperature; H1299-p53A138V viability at 39C, ATP luminescence, 24 h; Potency, µM (series often up to 46.1 µM), for inactives: at the highest dose activity change, negative = cell killing, hits mostly cytotoxic; 1.5% of 130,000 active; note: nearly all actives have a fitted effect of over 55% in size
IkB signaling – IkB Signaling; ABC-DLBCL IkBa-CBG/CBR dual luciferase ratio, 4 h; response scale: scaled: untreated 0%, proteasome inhibitor 100%; Potency, µM (top dose mostly 57.1 µM), for the others: at the highest dose IkBa stabilization activation; 0.04% of 110,000 active; AID 445, 2006; active = well fitted curve in the direction sought with a large enough effect in the signal ratio, not every such curve was filed as active; inconclusive = small, poorly fitted or top-dose-only effect, or a change in a side signal; the % refers to the signal ratio;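 note: the direction sought is a rising ratio; 0% = basal untreated cells and 100% = reference inhibitor full response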
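Luminescence ratio of IκBα-fused green versus native red beetle luciferase in OCI-Ly3 cells, 4 h post-doxycycline with compound; red signal alone, scaled from basal (0%) to zero light (-100%), flagged nonspecific or cytotoxic effects.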
p53ts 32C tox – qHTS Screen for Compounds that Selectively Target Cancer Cells with p53 Mutations: Cytotoxicity of p53ts Cells at the Permissive Temperature; H1299-p53A138V at 32C, ATP luminescence viability, 24 h; Potency, µM (doses to about 46.1 µM), inactives show top-dose activity change, negative = cytotoxicity, actives largely listed as cytotoxic; 0.93% of 130,000 active;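 note: 0% = DMSO and -100% = full killing by reference compound; nearly all actives have a fitted effect of over 55% in size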
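Viability by ATPlite luminescence after 24 h compound treatment (up to 46 uM) at the permissive 32C. Cells are H1299 carrying p53 A138V. Scale runs from DMSO basal to 100 uM tamoxifen as full kill; AC50 from Hill fits.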
Imprint erasure – qHTS Assay for Compounds that Induce Erasure of Genomic Imprints | 0.02% of 110,000 active | mouse ES Peg3-LacZ reporter, beta-gal luminescence, 40 h | Potency, µM (highest dose often 60.7 µM), without a hit: at the top dose activity change, positive = activation, usual class: activators | AID 1948, 2009;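 note: 0% = negative control wells on the plate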
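Each well holds 300 Peg3LacZ-Neo (maternal) female ES cells incubated 40 h at 37C, 5% CO2. LacZ is measured by BetaGlo luminescence, with AC50 and maximum efficacy derived from dose-response curves.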
Starred values were filed as active, the others as inactive; ? = inconclusive; . = no result given; [ ] = remark or other dose. Unless noted, calls come from the whole dose curve; as a rule, active = well fitted curve in the direction sought with a large enough effect; inconclusive = small, poorly fitted or top-dose-only effect, or another doubt; inactive = no such curve, though single readings can be large; an effect the other way counts as inactive or inconclusive. Unless noted, % is set by controls: 0 for no effect and ±100 for the full control effect; potency is the fitted concentration of half-maximal effect.

SMILES	p53ts 39C tox	IkB signaling	p53ts 32C tox	Imprint erasure
Cc1ccc(NC(=O)c2cnc(N3CCCC3)nc2C)cc1F	-14%	?	-7%	-7%[10.9 µM]
Cc1ccc(-c2nnc(Nc3cccc(Br)c3)c3ccccc23)cc1S(=O)(=O)N1CCCCC1	16%	0.8%	10%	-20%[10.9 µM]
c1cncc(CNc2nc(N3CCOCC3)nc(N3CCOCC3)n2)c1	11%	1.9%	1%	-12%
CCOC(=O)CSc1nnc(CNc2ccccc2Cl)n1-c1ccccc1	-2%	4.0%	11%	-10%
Cc1c(Cl)cccc1Nc1ccccc1C(=O)O	-11%	7.3%[25.6 µM]	-14%	-11%
COc1cccc(CNC(=O)c2ccc3nc[nH]c3c2)c1	-9%	1.0%	-1%	-9%
CSCC[C@@H](Nc1nc(-c2ccccc2)nc2c1oc1ccccc12)C(=O)O	2%	1.6%	-16%	0%
N#CC1=C2SCN(C3CCCCC3)CN2C(=O)CC1c1ccc(F)cc1 (stereo unspecified)	29%	-0.7%	-6%	-8%[10.9 µM]
OC(COc1ccc(Br)cc1)CN1CCOCC1 (stereo unspecified)	3%	-1.0%	1%	5%
COc1cccc(CNC(=O)Cn2cc3c(n2)-c2c(oc(C(=O)N4CCCC4)c2C)CC3)c1	-5%	?	6%	-11%[10.9 µM]
CCc1nn(Cc2ccc(Cl)cc2)c(=O)c2cc3cc(C)ccc3n12	?	0.4%	-3%	-9%[10.9 µM]
O=C1CC(c2ccncc2)c2cc3c(cc2N1)OCO3 (stereo unspecified)	16%	1.0%	0%	3%
Cn1nnnc1SCSc1nnnn1C	-14%	1.9%	-10%	-1%
Cc1ccc(OCC(=O)OCc2cc(=O)n3nc(C4CC4)sc3n2)cc1	8%	0.0%	-1%	3%[10.9 µM]
COc1ccc(NC(=O)CN2CCN(c3ccccc3F)CC2)c(OC)c1	4%	0.1%	-8%	-10%[10.9 µM]
Cc1nc2nc(SCC(=O)NCc3ccco3)nn2c(C)c1Cc1ccccc1	7%	7.5%	10%	-14%
O=C(Nc1ccccc1F)c1ccc(COc2ccc(Cl)cc2Cl)o1	17%	.	6%	.
COc1ccc(NC(=O)CSc2cn(CC(=O)N3CCOCC3)c3ccccc23)cc1OC	-14%	0.9%	4%	-12%[10.9 µM]
CCOC(=O)c1c(Nc2ccc(C)c(C)c2)nnc(-c2ccccc2)c1-c1ccccc1	1%	?	8%	-23%[10.9 µM]
COc1cccc(NC(=O)C2C3C=CC4(O3)C2C(=O)N(C(C)C)C4C(=O)NC2CCCCC2C)c1 (stereo unspecified)	-4%	1.3%	3%	-11%
CC(=O)NO	-3%	.	0%	-10%
CC1(C)CC(=O)C(C=Nc2ccccc2C(=O)O)=C(O)C1	-6%	0.5%	-3%	-7%
O=C(C1CCN(S(=O)(=O)c2cccc3cccnc23)CC1)N1CCn2c1nc1ccccc12	-1%	-1.1%	-5%	-13%
Cc1ccc2onc(CNC(=O)Nc3ccccc3C#N)c2c1	0%	?	5%	-14%[10.9 µM]
CCc1nc(NC(C)C)c2oc3ccccc3c2n1	11%	11%	-30%	-23%

5 entries already listed, sorted by the value under Imprint erasure, ascending.
Compound	Imprint erasure
O=C(C1CCN(S(=O)(=O)c2cccc3cccnc23)CC1)N1CCn2c1nc1ccccc12	-13%
CC(=O)NO	-10%
Cn1nnnc1SCSc1nnnn1C	-1%
CSCC[C@@H](Nc1nc(-c2ccccc2)nc2c1oc1ccccc12)C(=O)O	0%
O=C1CC(c2ccncc2)c2cc3c(cc2N1)OCO3 (stereo unspecified)	3%

(continued)
SMILES	p53ts 39C tox	IkB signaling	p53ts 32C tox	Imprint erasure
CCCCCCn1c(CN2CCN(C)CC2)nc2c1c(=O)n(C)c(=O)n2C	22%	-1.0%	1%	-12%
CCCCC(=O)Nc1nnc(S(=O)(=O)N(C)Cc2ccccc2)s1	11%	1.3%	-5%	-9%[10.9 µM]
COc1ccccc1CNC(=O)C(Cc1ccccc1)NS(=O)(=O)c1ccc2c(c1)CCN2C(C)=O (stereo unspecified)	10%	?	8%	24%[10.9 µM]
C=CCN(C)CC/C=C1\c2ccccc2CSc2ccccc21	15%	.	0%	.
Cn1c(=O)c2c(ncn2CC(=O)Nc2cc(Cl)c(Cl)cc2Cl)n(C)c1=O	8%	-1.0%	3%	3%
COC(=O)c1ccc(C(/C=C/[C@@H](C)C(=O)NCc2ccc(OC)c(O)c2)NC(=O)OCc2ccccc2)cc1 (stereo partly specified)	-12%	.	-2%	-9%
CC(=O)c1ccc(OCC(O)CN(C)Cc2cccs2)cc1 (stereo unspecified)	3%	0.9%	-1%	-8%
COc1ccccc1CCNC(=O)C(C)Sc1nc(-c2ccccc2)cc(C(F)(F)F)n1 (stereo unspecified)	-23%	?	-14%	-9%[10.9 µM]
O=Cc1ccc(OC2C=CC(c3ccccc3)OC2CO)cc1 (stereo unspecified)	-2%[9.22 µM]	.	0%[9.22 µM]	.
Cn1c(=O)c(-c2ccccc2)nc2cnc(N3CCNCC3)nc21	-12%	0.6%[11.4 µM]	-14%	.
Cc1cc(=O)n2[nH]c(C)c(-c3ccccc3)c2n1	15%	?	-7%	-3%
Cc1ccc(/C=c2\sc3nc(-c4cccs4)nn3c2=O)o1	4%	3.5%	-11%	5%
O=C(c1cnn2c(C(F)(F)F)cc(-c3ccc(Br)cc3)nc12)N1CCOCC1	2%	-0.9%	4%	1%
COCCCNC(=O)Cn1cc(C(=O)C2CC2)c2ccccc21	1%	3.6%	-3%	-3%
Cc1cc([N+](=O)[O-])c(C)c(Br)c1C	-7%[9.22 µM]	0.1%[11.4 µM]	0%[9.22 µM]	5%[10.9 µM]
COc1ccc(-c2noc(CCC(=O)NCC3CCN(Cc4cccc(C)c4)CC3)n2)cc1	-21%	?	-6%	-18%
Cc1ccc2c(CN3C(=O)NC(C)(c4ccc5c(c4)OCO5)C3=O)cc(=O)oc2c1 (stereo unspecified)	-20%	0.7%	0%	-19%
O=C(CCN1C(=O)C2C3C=CC(C3)C2C1=O)NCCN1CCCc2ccccc21 (stereo unspecified)	-10%	-1.6%	-3%	-10%
CC12CC(c3ccccc3O1)C(C(=O)NCc1ccccc1)C(=O)N2 (stereo unspecified)	9%	-1.2%	6%	.
Nc1ncnc(Nc2ccccc2C(F)(F)F)n1	7%	1.2%	11%	-3%
Cc1ccc(NS(=O)(=O)c2c(C(=O)N3CCCCCC3)c(C)n(C)c2C)cc1F	12%	8.4%	-1%	-6%[10.9 µM]
CCOC(=O)CN1C(=O)CSc2ccccc21	5%	6.4%	4%	-5%
COc1ccc(-c2ccccc2C2NC(C(=O)O)CCC2C)cc1 (stereo unspecified)	0%[9.22 µM]	.	3%[9.22 µM]	.
S=c1[nH]nc(-c2cccc(Br)c2)o1	-19%	-0.2%	-19%	-34%[inhibitor]
CCOc1c(N2CCCCC2)c(=O)c1=O	-12%	-0.5%	6%	10%

Ordered by heavy-atom count (low to high): some entries from above
SMILES	p53ts 39C tox	IkB signaling	p53ts 32C tox	Imprint erasure
Cc1ccc(/C=c2\sc3nc(-c4cccs4)nn3c2=O)o1	4%	3.5%	-11%	5%
Cn1c(=O)c2c(ncn2CC(=O)Nc2cc(Cl)c(Cl)cc2Cl)n(C)c1=O	8%	-1.0%	3%	3%
Cc1ccc2c(CN3C(=O)NC(C)(c4ccc5c(c4)OCO5)C3=O)cc(=O)oc2c1 (stereo unspecified)	-20%	0.7%	0%	-19%

Exported comma-delimited: five of the compounds above
mol,p53ts 39C tox,IkB signaling,p53ts 32C tox,Imprint erasure
CC12CC(c3ccccc3O1)C(C(=O)NCc1ccccc1)C(=O)N2 (stereo unspecified),9%,-1.2%,6%,.
CC1(C)CC(=O)C(C=Nc2ccccc2C(=O)O)=C(O)C1,-6%,0.5%,-3%,-7%
Cc1nc2nc(SCC(=O)NCc3ccco3)nn2c(C)c1Cc1ccccc1,7%,7.5%,10%,-14%
Cc1c(Cl)cccc1Nc1ccccc1C(=O)O,-11%,7.3%[25.6 µM],-14%,-11%
O=C(Nc1ccccc1F)c1ccc(COc2ccc(Cl)cc2Cl)o1,17%,.,6%,.
